# ARNT TACC3 PPI – disruptors of ARNT/TACC3 protein interaction, primary screen, biochemical, AlphaScreen, single concentration. Transforming acidic coiled-coil-containing protein 3 (Homo sapiens), Q9Y6A5. AID 623870, 2012. inhibition, % at 9.99 µM. 0.66% of 390,000 active. AlphaScreen His-ARNT PAS-B/GST-TACC3 binding, luminescence; TACC3 fragment carries E629A point mutation;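 active means mean inhibition of replicates at least 50% and at least half of replicates each reaching 50%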;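 further: 0% = complete ARNT plus TACC3 wells and 100% = ARNT alone without TACC3; many hits fall short of the cut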
# * = called active by the depositor; & = joins results of further samples. An excerpt; the hit share may differ from the screen's.
# The opening 4 records, to show the layout:
SMILES,ARNT TACC3 PPI
Cc1cc2c3nonc3ccc2n1C,-11
O=C(NC(=O)N1CCN(c2ccccc2)CC1)c1ccc(Cl)cc1,1
CCOC(=O)C(CSCC(=O)c1ccc(Cl)cc1Cl)NC(=O)OC(C)(C)C (stereo not drawn),-4
Cc1nnc(SCc2ccc(F)cc2)n1NC/C=C/c1ccccc1,-30

# All compounds of this part, previewed entries included:
SMILES,ARNT TACC3 PPI
Cc1cc2c3nonc3ccc2n1C,-11
O=C(NC(=O)N1CCN(c2ccccc2)CC1)c1ccc(Cl)cc1,1
CCOC(=O)C(CSCC(=O)c1ccc(Cl)cc1Cl)NC(=O)OC(C)(C)C (stereo not drawn),-4
Cc1nnc(SCc2ccc(F)cc2)n1NC/C=C/c1ccccc1,-30
CCOc1cc(S(=O)(=O)N(CC)CC)ccc1Br,24
O=C(Nc1ccccc1)N(Cc1ccc(Cl)cc1)CC(O)C(F)(F)F (stereo not drawn),-15
CCN(CC)CCN1C(=O)C(=O)/C(=C(/O)c2c(C)[nH]c(C(=O)OC)c2C)C1c1ccccc1OC (stereo not drawn),1
CN1C(=O)N(C)C2(c3ccccc3)Nn3c(s/c(=C/c4ccccc4)c3=O)=NC12c1ccccc1 (stereo not drawn),-4
O=C1C(Cl)=C(N2CCCCC2)C(=O)C(Cl)=C1c1cnc(N2CCCCC2)s1,14
COc1ccc2cc(C(=O)OC(C)C)sc(=O)c2c1OC,2
CCn1c(O)c(C2=NCCCC2)c2ccccc21,7
CCCc1[nH]n(-c2nc3ccccc3s2)c(=O)c1C=NCC(C)C,6
COCCCNc1nc2c([nH]1)c(=O)[nH]c(=O)n2C,-5
Cc1ccc([N+](=O)[O-])cc1NC(=O)CCSc1ccc(Cl)cc1,6
COc1cc(C(=O)NC2CCN(C)CC2)ccc1Nc1ncc2c(n1)N(C1CCC(O)CC1)CCC(=O)N2C (stereo not drawn),26&-9
Nn1c(SCC(=O)NC2CCCC2)nnc1-c1ccccc1F,0
O=C(COC(=O)c1ccccc1OCc1ccc(Cl)cc1)NC1CC1,3
COCCn1c(C(C)C)nc2oc3ccccc3c(=O)c2c1=O,-7
Cc1cc(C(=O)Nc2ccccc2)c(C)o1,0
N#Cc1c(SCC(=O)N2CCOCC2)nsc1SCC(=O)N1CCOCC1,-4

# The closing 4 records of the section above are carried over, then new ones follow.
SMILES,ARNT TACC3 PPI
O=C(COC(=O)c1ccccc1OCc1ccc(Cl)cc1)NC1CC1,3
COCCn1c(C(C)C)nc2oc3ccccc3c(=O)c2c1=O,-7
Cc1cc(C(=O)Nc2ccccc2)c(C)o1,0
N#Cc1c(SCC(=O)N2CCOCC2)nsc1SCC(=O)N1CCOCC1,-4
O=C(CC(C(=O)O)C1CCCO1)NCCc1ccc2c(c1)OCO2 (stereo not drawn),1
Nc1nnc(SCC(=O)c2ccco2)s1,1
CCOc1ccccc1-c1nc(C(N)=O)c2[nH]c(=O)n(-c3ccccc3)c2n1,11
CO/N=C/C(=N\Nc1ccc(C)cc1)C(=O)c1ccc(OC)cc1,0
C=CCn1c(Cc2c(C)[nH]c3ccccc23)nnc1SCC(=O)NCc1ccc(F)cc1,0
C1CCCC(NC2=NCCO2)CCC1,23
Cc1cc(C)cc(N2CCN(C(=O)N3CCOCC3)CC2)c1,1
COc1ccc(N2CCN(C(c3ccccc3)c3nnnn3Cc3ccc(F)cc3)CC2)cc1 (stereo not drawn),15
CC(C)C(NC(=O)OCc1ccccc1)C(=O)OCC(=O)N1C(C)CCCC1C (stereo not drawn),-5
COCCCn1c(SCc2ccccc2)nc2cc(OC)c(OC)cc2c1=N,-5
C=CCOc1c(CNc2ncn[nH]2)cccc1OCC,1
COc1ccc(-n2c(SCC(=O)Nc3sc4c(c3C#N)CCCC4)nnc2-c2ccccc2OC)cc1,0
N#CC(=C1CCCC1)c1nc(-c2ccccc2O)cs1,-1
Cc1cccc(NC(=O)CCN2C(=O)C3C4C=CC(C4)C3C2=O)n1 (stereo not drawn),-13
O=C(NCCCN1CCCC1)c1cccc(N2CCCC2=O)c1,-3
CCN(CC)C(=O)C(C)N(C#N)c1nc(NC(C)C)nc(NC(C)C)n1 (stereo not drawn),-5
Cc1cccc(N2CC34C=CC(O3)C(C(=O)O)C4C2=O)c1 (stereo not drawn),-5
CN(c1cccc(NC(=O)CN(c2ccc(C34CC5CC(CC(C5)C3)C4)cc2)S(C)(=O)=O)c1)S(C)(=O)=O,1
CCCN1Cc2cccc(C(=O)Nc3ccc(S(=O)(=O)N4CCCCCC4)cc3)c2C1=O,-6
O=C(O)Cn1c(=O)cnc2ccccc21,-2
COc1ccc(NC(=O)C2CCCN(S(=O)(=O)c3cccnc3)C2)cc1 (stereo not drawn),-1
COc1ccccc1NS(=O)(=O)c1ccc(C(=O)Nc2ncccc2O)cc1,9
CCO[C@@H]1OC(C(=O)N2CCCCCCC2)=C[C@H](c2cn(C(C)=O)c3ccccc23)[C@H]1CCCO,2
CS(=O)(=O)N1CCN(c2ccccc2NC(=O)c2cccnc2)CC1,-5
O=C(C1CCN(c2ccc(N3CCOCC3)nn2)CC1)N1CCN(c2ccc(F)cc2)CC1,-11
C#CCOCCOCCOCCNc1nc(N2CCN(C(=O)C([C@@H](C)CC)n3cc(C(N)Cc4ccc(O)cc4)nn3)CC2)nc(N2CCN(C(=O)[C@H](CCC(=O)O)n3cc(C(N)Cc4ccc(O)cc4)nn3)CC2)n1 (stereo partly drawn),9
CC(C)Cn1c2c(c(O)c(C(=O)Nc3ncccc3O)c1=O)CCCC2,1
O=[N+]([O-])c1cc2c(cc1/C=N/n1c(-c3ccccc3)n[nH]c1=S)OCO2,-2
COc1ccc(-c2oc(NC(C)=O)c(C#N)c2-c2ccc(OC)cc2)cc1,0
COc1ccc(-c2ncc3ccccn23)cc1,0
CN(CCc1ccccn1)S(=O)(=O)c1ccccc1F,4
CC(Sc1nnc2c(n1)C1(C)CCC2C1(C)C)C(=O)Nc1ccccc1 (stereo not drawn),3
O=C(NCc1cccnc1)c1ccc2c(=O)n(CCCN3CCCC3=O)c(=S)[nH]c2c1,22
COc1ccc(-n2ncc3c(NCC4CCCO4)ncnc32)cc1 (stereo not drawn),7
COc1ccc(C2c3c(n[nH]c3C)CC(C)(O)C2C(C)=O)cc1OC (stereo not drawn),-6
CCOC(=O)c1cnc(SCc2ccc(C)cc2)nc1N,2
Cc1cnc(C(=O)Nc2ccc3c(c2)CCC3)cn1,39
COc1ccc(C(c2nnnn2C2CCCC2)N2CCC(C)CC2)cc1 (stereo not drawn),-3
Cc1nn(Cc2ccc(Cl)cc2Cl)c(C)c1NC(=O)c1nc2n(n1)C(C(F)F)CC(C)N2 (stereo not drawn),-5
CC1(C)CC(=O)C2=C(C1)N(Cc1ccco1)C(=O)C2(NC(=O)c1ccc(Cl)cc1Cl)C(F)(F)F (stereo not drawn),-2
Cc1cc(C)cc(OCC(=O)Nc2ccc(N3CCCC3)cc2)c1,-9
CCNC1=C(Cl)C(=O)c2ccccc2C1=O,15
Cc1ccn2cc(-c3nonc3C)cc2c1,-1
COc1cc(C2C(C#N)=C(N)Oc3c2oc(CO)cc3=O)ccc1OC(C)C (stereo not drawn),4
Cc1cccc(-n2c(SCC(=O)Nc3nnc(C)s3)nnc2-c2ccoc2C)c1,-6
CCn1c(=O)cc(SCC(=O)N2CCOCC2)c2ccccc21,1
CCC1C(=O)N=C(SCC(=O)Nc2ccccc2)NC1=O (stereo not drawn),-3
O=C(OCc1ccc2c(c1)OCO2)c1ccc(S(=O)(=O)N2CCCCC2)cc1,-12
CNC(=S)N/N=C(\C)c1ccc(-n2ccnc2)cc1,5
Clc1cccc(COn2c(-c3ccc(Cl)cc3Cl)nc3ncccc32)c1,-5
CCN1CCn2c3c(c4cc(Cl)ccc42)CCCC31 (stereo not drawn),2
Cc1nnc(SCC(=O)N2CCN(S(=O)(=O)c3ccccc3)CC2)[nH]c1=O,-19
CCCCOc1ccc(C(=O)Nc2ccc(N3CCN(C)CC3)cc2)cc1,10
CCn1c(SCc2nc(-c3ccccc3)no2)nnc1-c1cccs1,6
COc1ccc(N2C(=O)CCC(C(=O)N3CCCCCC3)C2c2ccc(OC)c(OC)c2)cc1 (stereo not drawn),-4
COc1ccc(N2CCN(Cc3cc(=O)oc4cc(C)c(Cl)c(C)c34)CC2)cc1,-5
CC1Cc2ccccc2N1C(=O)Cn1cnc2ccccc2c1=O (stereo not drawn),-2
CCOc1ccc(NC(=O)CSc2nnnn2CC(=O)O)cc1,-2
O=C(CCN1CCN(c2ccccc2F)CC1)c1ccc(Br)cc1,3
CCOC(=O)c1nc(N)sc1C(=O)OCC,2
# The listing continues.
SMILES,ARNT TACC3 PPI
COC(=O)c1c(C)n(-c2ccc(OC)cc2)c2ccc(O)cc12,6
COc1ccc(CN2CCC(C(=O)NCCc3ccc(OC)c(OC)c3)CC2)c(OC)c1,12
Cc1ccc(N/C=C/C(=O)c2ccc(C)cc2)cc1,-1
O=C(Nc1cccc(O)c1)c1noc2c1CCc1ccccc1-2,-4
Cc1ccc2c(CSc3nnc(C4CC4)n3N)cc(=O)oc2c1,3
CC(=O)c1cccc(NS(=O)(=O)c2ccc3c(c2)oc(=O)n3C)c1,-6
CCCCOc1ccc(C(=O)OC(C)CN(C)C)cc1 (stereo not drawn),0
CC(NO)C(C)(C)NO (stereo not drawn),-4
NC(=O)NC(=O)CSc1nc(-c2ccccc2)c(-c2ccccc2)n1CC1CCCO1 (stereo not drawn),5
CCOc1ccccc1C(=O)N(CN1CCCC1=O)c1ccc(C)c(Cl)c1,-3
CCC(C)[C@H](Nc1nc(-c2ccccc2)nc2c1oc1ccccc12)C(=O)O (stereo partly drawn),0
CCCS(=O)(=O)N1CCN(C(=O)c2cc(OC)cc(OC)c2)CC1,-1
CCNc1nc(NCC)n2c(SCC(=O)Nc3ccc(CC)cc3)nnc2n1,-3
Nc1ccc(C(=O)N2CCCC2)cc1,2
COc1ccc(NC(=O)CN(C2CCCCC2)S(C)(=O)=O)cc1OC,-12
Cn1c(=O)c2c(SCC(=O)N3CCCc4ccccc43)nc(CC(C)(C)C)nc2n(C)c1=O,7
Cc1ccc(CN2CCN(CC(=O)NCc3ccc(Cl)cc3)C2=O)cc1,-16
COc1ccc(CN(C)CCc2ccccn2)cc1OC,-25&-6
COC(=O)c1c(NC(=O)CN2CCC(C(N)=O)CC2)c2c(C)cccc2n1C,5
C=CCSC1=Nc2sccc2C2=NC(=O)CN12,11
c1ccc(CC2CCN(c3nnnn3-c3ccccc3)CC2)cc1,-10
CCOc1ccc(CCNS(=O)(=O)c2cccc3nsnc23)cc1OCC,0
O=C(O)c1cc(NCc2ccccc2)ccc1N1CCOCC1,-1
CCCSC1=C(C#N)C(c2ccc(OC)cc2)C2=C(CC(C)(C)CC2=O)N1 (stereo not drawn),-4
Cc1ccc(C)c(/C(O)=C2\C(=O)C(=O)N(CCCn3ccnc3)C2c2cccnc2)c1 (stereo not drawn),4
NC(=O)C1(N2CCCCC2)CCN(C(=O)CSc2nc3ccccc3o2)CC1,1
CCCCN(CC)C(=O)C1CCC(=O)N(c2ccc(OC)cc2)C1c1ccc(OC)c(OC)c1 (stereo not drawn),-3
COc1ccc(-c2cc(C(F)(F)F)n3nc(C(=O)NCc4ccco4)cc3n2)cc1OC,-9
Cc1ccc2cc(C(c3nnnn3C3CCCC3)N(Cc3cccnc3)Cc3ccco3)c(=O)[nH]c2c1 (stereo not drawn),4
C/C(=N\Nc1ncc(Cl)cc1Cl)c1ccccn1,73*
Cc1ccc(-n2c(SCC(=O)Nc3ccc4c(c3)OCCO4)nnc2-c2ccco2)cc1,-2
O=C1[C@@H]2CSCN2C(=O)CN1CCc1cccc(F)c1,-10
Cc1cc(C)nc(-n2nc(C)c(Br)c2Nc2ccc(Br)cc2)n1,-6
CCC(Sc1nc2sc(C(=O)OC)c(C)c2c(=O)n1N)C(=O)NCC1CCCO1 (stereo not drawn),-8
CN1C(=O)c2cccc(NCCCCCCN3C(=O)c4ccccc4C3=O)c2C1=O,-5
CCCCN(CCCC)CC(O)CN1C(=O)NC(C)(C)C1=O (stereo not drawn),-7
COc1cccc2[nH]c3ccccc3c(=O)c12,1
C=C(C)C1CC=C(CN2CCC(C(=O)OCC)CC2)CC1 (stereo not drawn),0
O=C(NCc1ccco1)C(c1cccs1)N(C(=O)C1COc2ccccc2O1)c1cccc(O)c1 (stereo not drawn),5
Cc1onc(-c2ccccc2)c1C(=O)Nc1cccc2nsnc12,2
O=c1c(Cl)c2oc3ccccc3nc-2c2ccccc12,4
Cc1sc(NC(=S)NC(=O)c2ccccc2)c(C#N)c1C,-1
O=C(NC1CC1)c1ccc(F)cc1Cl,-3
CCOC(=O)C1CCN(S(=O)(=O)Cc2ccc(Cl)cc2)CC1,-3
COc1ccccc1N1CCN(C(=O)C2c3ccccc3Oc3ccccc32)CC1,-2
CCc1ccc(N2CC(C(=O)NCc3ccco3)CC2=O)cc1 (stereo not drawn),0
O=C(COC(=O)C1CCC1)NCc1ccccc1Cl,-12
CCOC(=O)Nc1ccc(S(=O)(=O)N(C)C(C)C)cc1,2
COc1ccc(Nc2nc(Cl)c(C=O)s2)cc1,-1

# An excerpt from above in order of their number in ARNT TACC3 PPI, descending.
SMILES,ARNT TACC3 PPI
CCOC(=O)c1nc(N)sc1C(=O)OCC,2
CCCCOc1ccc(C(=O)OC(C)CN(C)C)cc1 (stereo not drawn),0
COCCn1c(C(C)C)nc2oc3ccccc3c(=O)c2c1=O,-7

# 3 structures from above, sorted by SMILES length, smallest number first:
SMILES,ARNT TACC3 PPI
Cc1ccn2cc(-c3nonc3C)cc2c1,-1
CN1C(=O)c2cccc(NCCCCCCN3C(=O)c4ccccc4C3=O)c2C1=O,-5
O=[N+]([O-])c1cc2c(cc1/C=N/n1c(-c3ccccc3)n[nH]c1=S)OCO2,-2

# Assay outcomes from PubChem.
